MC4R barr agon: MC4R agonists recruiting beta-arrestin, primary screen, cell-based, luminescence, agonist arm of biased-ligand search. AID 540308, 2011. 360,000 tested, 0.98% active. activation, % at 8.9 µM. U2OS MC4R beta-arrestin complementation; percent of melanotan II response, DMSO zero;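 active = activation above a per-plate cutoff, the mean activation of sample wells on that plate plus 3 SD, cut at about 8% in these data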
SRC2 inh: inhibition of GAL4-SRC2 driven luciferase reporter, primary screen, SRC2 inhibitor project, cell-based, luminescence; AID 651957, 2012; Nuclear receptor coactivator 2 (Homo sapiens), Q15596; inhibition, % at 9 µM; 370,000 tested, 0.17% active; HEK293 GAL4-SRC2 luciferase reporter;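 active = inhibition above the mean inhibition of all tested compounds plus 3 SD, set per campaign, cut at about 52% in these data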;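 note: 0% = DMSO treated cells and 100% = cells given Gossypol at 36 µM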
LMP1 NFkB inh: EBV LMP1-driven NF-kappaB luciferase reporter inhibitors, primary screen, cell-based, luminescence, single point; inhibition, % at 12.5 µM; 350,000 tested, 0.69% active; LMP1-induced NF-kappaB luciferase reporter cells; in the data active = inhibition above about 41%;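 note: 0% = neutral control wells and 100% = reference inhibitor control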
TLR9-MyD88 inh: inhibitors of TLR9-MyD88 association in cells, primary screen, cell-based, CHO, BLA complementation, fluorescence; Toll-like receptor 9 (Homo sapiens) + Myeloid differentiation primary response protein …; CCF4 FRET ratio; inhibition, % at 4.98 µM; 340,000 tested, 0.21% active;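 active = inhibition above the mean over all tested compounds plus 3 SD, cut at about 21% in these data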;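 note: 0% = DMSO only wells and 100% = clavulanate BLA inhibitor control wells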
LRH-1 inv ag: LRH-1 (NR5A2) inverse agonists, primary screen, cell-based, luminescence, HEK293T, StAR-luciferase reporter; Nuclear receptor subfamily 5 group A member 2 (Homo sapiens), O00482; LRH-1 transfected, 24 h; inhibition, % at 3.6 µM; 360,000 tested, 0.13% active; AID 602396, 2012;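 active = inhibition above the mean inhibition of all tested compounds plus 3 SD, cut at about 73% in these data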;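 note: 0% = DMSO wells and 100% = reporter-only cells lacking LRH-1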
NOD2-RIPK2 inh: NOD2-RIPK2 binding disruptors in cells, primary screen, fluorescence, CHO cells, BLA complementation. Receptor-interacting serine/threonine-protein kinase 2 (Homo sapiens), O43353. CCF4 ratio. inhibition, % at 4.98 µM. 360,000 tested, 0.38% active; in the data active = inhibition above about 21%;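 note: 0% = vehicle only and 100% = reference blocker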
ABHD5-PLIN5 inh: ABHD5-PLIN5 interaction inhibitors, primary screen, cell lysate, split luciferase complementation, luminescence. Perilipin-5 (Homo sapiens) + 1-acylglycerol-3-phosphate O-acyltransferase ABHD5 (Homo …. Split G. princeps luciferase complementation, 4 h. inhibition, % at 4 µM. 360,000 tested, 0.78% active. AID 602281, 2012;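 active = inhibition above the mean inhibition across every tested compound plus 3 SD, cut at about 22% in these data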;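 note: 0% = DMSO only wells and the 100% control is not disclosed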
COUP-TFII inh: NR2F2 transcriptional activity inhibitors, primary screen, cell-based, luciferase reporter, HEK293T, luminescence; AID 686940, 2013; HEK293T NGFI-A luciferase reporter; inhibition, % at 8.6 µM; 370,000 tested, 0.7% active;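 active = inhibition above a per-plate cutoff, mean inhibition of test wells between control levels plus 3 SD, cut at about 38% in these data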;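 note: cells cotransfected with COUP-TFII expression vector driving the NGFI-A reporter; 0% = median of COUP-TF2 test wells and 100% = reporter-only cells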
NCOA1 inh: SRC1 coactivator transcriptional activity inhibitors, primary screen, cell-based, luminescence; 360,000 tested, 0.12% active; inhibition, % at 3.6 µM; HEK293 GAL4-SRC1 luciferase reporter;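 active = inhibition above the campaign mean plus 3 SD, with each screening campaign given its own cutoff, cut at about 60% in these data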;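 note: 0% = DMSO treated cells and 100% = gossypol at 36 µM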
NCOA3 inh: SRC3 coactivator transcriptional activity inhibitors, primary screen, cell-based, luminescence; inhibition, % at 3.6 µM; HEK293 GAL4-SRC3 luciferase reporter; 360,000 tested, 0.17% active; Nuclear receptor coactivator 3 (Homo sapiens), Q9Y6Q9;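 active = inhibition above a per-campaign cutoff, the mean of all compounds plus 3 SD, cut at about 60% in these data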;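 note: 0% = DMSO-treated cells and 100% = gossypol-treated cells at 36 µM; higher means less SRC3-driven luciferase light from the GAL4 reporter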
MC4R antag cAMP: MC4R antagonists of cAMP signaling, primary screen, cell-based, TR-FRET, antagonist arm of biased-ligand search; 360,000 tested, 0.48% active; MC4R-expressing cells, MTII-stimulated cAMP, LANCE TR-FRET; AID 540295, 2011; inhibition, % at 6.5 µM;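 active = inhibition above its plate's cutoff, the mean of tested wells on that plate plus 3 SD, cut at about 29% in these data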;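 note: 0% = Melanotan II alone and 100% = Melanotan II plus saturating MCL0020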
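Material: U2OS-MC4R stable cell line | Reagent: Melanotan II challenge after compound preincubation | Doses: One concentration, 6.5 µM nominal | Incubation: 30-min compound preincubation, 1-h Melanotan II challenge, 1-h detection, room temperature | Signal: TR-FRET cAMP assay | Replicates: One well per compound, no replicates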
The depositor's hits bear a star; . = no result given. A portion of the library. The share of hits here may be higher or lower than overall.

ABHD5-PLIN5 inh,NCOA3 inh,smiles,MC4R barr agon,COUP-TFII inh,NOD2-RIPK2 inh,TLR9-MyD88 inh,LMP1 NFkB inh,MC4R antag cAMP,NCOA1 inh,SRC2 inh,LRH-1 inv ag
-8,19,COc1cc(OC)c(NC(=O)C2CCCO2)cc1Cl (configuration not stated),2.2,4,-3,0,-7,13,13,-21,2
2,-13,Cc1ccc(NC(=O)CN2C(=O)/C(=C\c3cccs3)SC2=S)cc1,3.7,-4,-1,10,-3,-8,0,8,-9
-13,.,Cc1csc(-c2nc3ccccc3n2C(C(=O)NC(C)(C)C)c2ccccc2)c1 (configuration not stated),.,-9,-2,.,.,.,.,5,-17
-7,-58,c1ccc(-n2ncc3c(NCc4cccs4)ncnc32)cc1,0.5,-40,-2,-5,-23,-1,-75,-29,-137
1,16,Cc1ccccc1NC(=O)Cc1nc(COC(=O)c2cc([N+](=O)[O-])ccc2N)cs1,-0.3,-16,-9,-1,-6,9,-13,6,-1
-2,-12,O=C(c1cccc(Cl)c1)N1CCC(N2CCC(C(=O)N3CCCC3)CC2)CC1,-1.3,-13,3,-1,1,15,3,-3,-15
-5,-1,CCc1ccc(NCc2nc(-c3ccccc3)no2)cc1,5.0,-12,-4,-3,-21,8,-5,-3,-12
-3,23,COc1ccnc(Oc2ccccc2)n1,4.6,5,-13,6,-3,0,-10,-5,10
2,-8,COc1cccc(CN2CCNC(=O)C2CC(=O)N(C)CCc2ccccn2)c1 (configuration not stated),3.7,20,-3,9,-9,-4,3,-40,-26
4,-18,CCOC(=O)c1sc(=NC(=O)/C=C/c2ccccc2)n(C)c1C,4.2,17,5,1,-31,13,-16,-33,-15
-5,-2,CCCOC(=S)NC(=O)c1sc2ccccc2c1Cl,-4.2,-7,-13,10,20,6,-8,15,-29
-3,-103,O=C(N/N=C(\CC(=O)c1cccs1)C(F)(F)F)c1ccncc1,-2.1,-1,-1,.,-12,4,-60,-4,-34
0,1,CN(CC(O)COC(c1ccccc1)c1ccccc1)C1CCCCC1 (configuration not stated),-2.7,3,4,-3,9,-4,-64,23,23
1,.,COc1ccc(CCN2C(=O)CCC2(C)c2nnnn2-c2ccc3c(c2)OCCO3)cc1OC (configuration not stated),.,8,6,.,.,.,.,6,-15
-1,10,N=c1c2c(ncn1Cc1ccco1)Oc1c(ccc3ccccc13)C2c1ccccc1 (configuration not stated),-2.1,-3,-7,-1,11,21,-28,2,-4
-7,8,COc1cccc(C(=O)NC(=S)Nn2cnnc2)c1OC,-1.6,-5,1,6,3,4,3,0,6
-10,-6,O=C(COc1ccccc1)Nc1nc(-c2ccc(S(=O)(=O)N3CCOCC3)cc2)cs1,-1.5,15,15,4,15,-4,8,21,16
7,12,Cc1noc(C)c1C(=O)OCC(=O)Nc1ncc(Cl)c(C)c1Cl,-0.1,-1,-48,14,-6,4,2,-11,-12
0,-7,Cc1ccc(NC2CCCN(C(=O)c3nonc3C)C2)cc1C (configuration not stated),-0.4,1,2,0,-1,0,7,-18,11
-3,13,CC(C)[C@H]1CN=C2N(CCNC(=O)CCC3CCCCC3)[C@H](Cc3ccc(O)cc3)CN21,-1.7,-22,-3,1,-6,2,-3,6,11
2,-9,COC(=O)COc1cccc2c(=O)n(CC(=O)NCc3ccc(F)cc3)ccc12,-0.5,-23,7,3,-15,-23,4,6,35
-4,-3,CC1(C)Cc2c(cnn2-c2ccccc2)C(NC(=O)c2ccoc2)C1 (configuration not stated),-3.7,-8,-2,4,-2,1,-18,6,-13
-4,-16,O=C(NC1CCCC1)C(c1ccc(Cl)cc1)N1CCc2ccccc21 (configuration not stated),0.3,-6,-15,2,0,-2,-3,-13,14
-6,-30,Cc1ccc(C(=O)CNc2ccc(Br)cc2)cc1,-0.7,-9,1,2,-3,3,-31,-20,-22
-2,-13,Cn1cccc1C(=O)OCC(=O)N1CC(=O)Nc2ccccc21,-0.2,17,-8,-5,6,7,-2,1,-14
2,-14,CCOc1ccc(NC(=O)N2CCN(C(=O)c3ccco3)CC2)cc1,-2.5,-22,-3,-4,4,2,-33,-5,4
3,-27,Cc1noc(C)c1S(=O)(=O)N(C)C[C@H]1OCc2cnnn2CCCC(=O)N([C@@H](C)CO)C[C@H]1C,-1.1,6,2,-2,1,4,0,10,-10
1,-75,CC1CCCC(C)N1CCCNC(=O)c1ccc2nc(N3CCCCC3)sc2c1 (configuration not stated),-0.7,-43,11,5,-28,2,-74,-43,-65
10,14,CN(C)CCCN(C(=O)c1ccco1)c1nc2cc3c(cc2s1)OCO3,1.7,-31,0,14,9,-2,18,-22,-5
0,7,CC(=O)Nc1nnc(SCC(=O)NCC2CCCO2)s1 (configuration not stated),0.2,-10,-4,1,-1,3,8,-6,3
4,6,Cc1cc(NC(=O)Cn2cc(C(F)(F)F)cc(Cl)c2=O)no1,-0.3,14,-2,-1,8,-1,-18,-11,-10
2,15,O=C1CCCN1CCCNC(=S)Nc1ccccc1,-1.0,7,-14,.,.,12,4,11,0
-1,14,C=CCC1c2cccc(C(=O)O)c2C(=O)N1c1cccc(OC)c1 (configuration not stated),-2.1,-11,-6,-22,-3,-6,-20,1,-10
-2,-5,CCOC(=O)c1ccccc1NC(=O)COC(=O)C1=COCCO1,-0.5,-16,-7,5,-8,4,12,7,-11
7,-2,Cc1nnc2n(-c3ccccc3)c(=O)c3c4c(sc3n12)CCCC4,-0.7,16,-5,-4,2,29*,0,21,-18
9,20,O=C(COC(=O)c1cc([N+](=O)[O-])ccc1NCCO)NCc1cccs1,-2.0,-23,-5,4,-7,-1,13,12,-3
-1,-5,CCOC(=O)Nc1ccc2c(c1)N(C(=O)CN1CCN(CCO)CC1)c1ccccc1CC2,-0.4,7,-11,3,6,-1,6,-12,-5
1,3,COc1ccc(OCCN(C)C(=O)c2cccc(S(=O)(=O)N(C)c3ccccc3)c2)cc1,3.1,18,4,3,0,4,-10,17,-24
-2,7,Cc1ccc(C(=O)NCc2ccncc2)cc1S(=O)(=O)N1CCCCC1,-1.5,-1,2,-2,4,-3,0,-1,12
-5,.,CCCCNC(=O)C[C@@H]1C[C@@]2(C(=O)OC)CC(C)(C)CC=C2N(Cc2cccc3ccccc23)C1=O,.,10,0,.,.,.,.,-3,-3

Part of the list above, reduced to LMP1 NFkB inh:
Molecule,LMP1 NFkB inh
CCOC(=O)Nc1ccc2c(c1)N(C(=O)CN1CCN(CCO)CC1)c1ccccc1CC2,6
COc1ccc(OCCN(C)C(=O)c2cccc(S(=O)(=O)N(C)c3ccccc3)c2)cc1,0

Next section
ABHD5-PLIN5 inh,NCOA3 inh,smiles,MC4R barr agon,COUP-TFII inh,NOD2-RIPK2 inh,TLR9-MyD88 inh,LMP1 NFkB inh,MC4R antag cAMP,NCOA1 inh,SRC2 inh,LRH-1 inv ag
0,2,CC1CCCCN1CCNC(=O)c1ccc2c(c1)N(Cc1cccc(Cl)c1)C(=O)c1ccccc1S2=O (configuration not stated),-3.8,3,-5,-1,-3,-2,-11,-2,-1
2,-1,NC1=NC[C@@H](Cc2ccc(O)cc2)N1CCC12CC3CC(CC(C3)C1)C2,3.9,-2,1,2,4,10,13,15,7
-1,10,O=C(Cn1cc(S(=O)(=O)Cc2cccc(F)c2)c2ccccc21)N1CCOCC1,-2.4,-4,-10,-7,-20,2,3,15,21
-2,-4,C/C(=N\NC(=O)c1cc(C)nc2ccccc12)c1ccco1,-4.0,0,10,4,-1,2,-23,9,2
-1,1,Cc1ccccc1NC(=O)Cc1cccc(C(F)(F)F)c1,-0.4,24,-1,-7,5,5,13,14,6
-3,-7,CCc1nc2ccc(C(=O)Nc3ccc4c(c3)OCC(=O)N4)cn2c1N(C)C(=O)Cc1ccccc1,-1.3,-10,-6,.,.,14,5,-19,0
2,8,Cc1cccnc1C(NC(=O)C1CCN(Cc2ccc(Oc3ccccc3)cc2)CC1)c1ccc(F)cc1 (configuration not stated),-2.5,7,1,.,.,-1,-8,0,-1
5,66*,COc1cccc(/C=N/Nc2ncnc(Cl)c2N)c1O,0.2,-4,-7,-2,65*,-4,2,30,-14
-8,-15,Cc1nn(C(=O)c2cccc([N+](=O)[O-])c2)c(C)c1Br,-1.4,-9,-6,6,6,1,-12,-4,-30
1,-10,CCCNC(=O)C1(CC2CC(c3ccccc3)=NO2)CCN(C(=O)C2CCCC2)CC1 (configuration not stated),-0.9,10,-19,-8,7,9,-10,-4,-1
-5,8,CCOC(=O)C1CCCN(Cc2cc(Br)c(OC)cc2OC)C1 (configuration not stated),0.8,0,3,-8,-4,4,1,-5,18
-2,17,O=C(Nc1ccc(OC(F)(F)F)cc1)C1CC(c2ccc(F)cc2)=NO1 (configuration not stated),1.9,-4,-2,3,3,9,-5,14,8
1,6,CC(=O)Nc1ccc(/C=N/NC(=O)c2cccc(S(=O)(=O)N3CCOCC3)c2)cc1,1.7,-4,-1,-6,-1,18,-8,3,12
10,-2,CCCCCCN=CC1=C(O)CC(C)(C)CC1=O,0.2,10,-3,5,-3,5,-9,0,21
-1,15,CSc1ccc(Cn2c(C)c(C(=O)NCc3cccc(Cl)c3)sc2=O)cc1,1.3,-14,-3,.,.,-7,12,-14,21
5,0,O=C(/C=C/c1ccc(-c2ccccc2[N+](=O)[O-])o1)c1ccccc1,-0.1,-4,-3,2,9,30*,-60,-14,-11
5,14,Cc1[nH]c(=O)cc2ccccc12,0.8,5,2,-8,4,11,-13,-1,-1
2,-6,COc1ccccc1C1CC(=O)Oc2cc(OC)c(OC)c(OC)c21 (configuration not stated),1.3,-4,5,-3,31,8,0,-13,4
3,0,COc1ccccc1NC(=O)CSc1ccc(-c2ccco2)nn1,-2.4,-4,-6,-2,5,-3,-14,-6,-15
-7,-12,CS(=O)(=O)N1CCN(c2ccc(NC(=O)C(c3ccccc3)c3ccccc3)cc2)CC1,-1.2,7,-7,4,1,21,0,-10,-13
0,3,Cc1cc(NC(=O)CSCCO)no1,-1.6,16,-13,-7,-6,1,6,13,5
